Screening results from PubChem.
Bcl-XL Bim block = inhibitors of Bim-Bcl-XL binding, primary screen, biochemical, multiplexed, bead flow cytometry, human Bcl-XL; 0.04% of 190,000 active; Bim peptide-Bcl-XL binding, fluorescence; inhibition, % at 10 µM; Bcl-2-like protein 1 (Homo sapiens), Q07817
Target sequence (Q07817 whole entry, looked up): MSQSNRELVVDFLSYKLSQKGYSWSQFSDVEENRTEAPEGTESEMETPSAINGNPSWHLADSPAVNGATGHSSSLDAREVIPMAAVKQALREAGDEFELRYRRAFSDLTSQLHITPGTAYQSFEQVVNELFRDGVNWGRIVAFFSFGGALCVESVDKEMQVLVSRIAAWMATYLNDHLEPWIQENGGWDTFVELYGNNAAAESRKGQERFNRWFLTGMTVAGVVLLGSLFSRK
Bcl-2 Bim block = inhibitors of Bim-Bcl-2 binding, primary screen, biochemical, multiplexed, human Bcl-2 family. Bead-based flow cytometry, Bim peptide-Bcl-2 binding. inhibition, % at 10 µM. 0.06% of 190,000 active; in the data active means inhibition above about 40%; inconclusive means no clear call, values can overlap the other calls;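 further: 0% = no compound wells with probe peptide and 100% = reference peptide inhibitor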
Target sequence (P10415 whole entry, looked up): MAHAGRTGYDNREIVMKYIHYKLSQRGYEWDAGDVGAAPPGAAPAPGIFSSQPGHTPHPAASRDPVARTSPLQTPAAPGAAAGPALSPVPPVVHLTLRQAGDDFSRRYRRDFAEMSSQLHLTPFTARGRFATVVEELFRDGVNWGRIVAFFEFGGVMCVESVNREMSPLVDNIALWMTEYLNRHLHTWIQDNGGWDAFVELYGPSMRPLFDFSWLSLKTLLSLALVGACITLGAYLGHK
Bcl-B Bim block = inhibitors of Bim-Bcl-B binding, primary screen, biochemical, multiplexed, human Bcl-2 family; AID 951, 2007; 0.073% of 190,000 active; inhibition, % at 10 µM; Bcl-2-like protein 10 (Homo sapiens), Q9HD36; bead-based flow cytometry, Bim peptide-Bcl-B binding;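 further: 0% = tracer peptide without compound and 100% = reference inhibitor peptide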
Rab2 wt GTP = modulators of GTP binding to Rab2A wildtype, primary screen, biochemical, dog, bead-based flow cytometry, multiplex. Ras-related protein Rab-2A (Canis lupus familiaris), P61105. GST-Rab2 wt beads, Bodipy-GTP binding. GTP binding activity, % at 10 µM. 0.19% of 190,000 active. AID 760, 2007;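 active means GTP binding activity at least 20 points away from 100%, either lowered or raised; inconclusive means signal likely due to the compound's own green fluorescence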;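 further: 0% = beads with excess unlabeled GTP and 100% = no-compound control corrected for plate trend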
Rac1 mut GTP = GTP binding modulators of activated mutant Rac1, primary screen, biochemical, bead-based flow cytometry, multiplex, fluorescent GTP; Ras-related C3 botulinum toxin substrate 1 (Homo sapiens), P63000; GST-Rac1 activated beads; actives lie on both sides; 100% means binding = to untreated wells; percent activity (GTP binding), % at 10 µM; 0.11% of 190,000 active; AID 764, 2007;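 active means GTP binding at least 20 percentage points away from the 100% baseline, in either direction, so actives lie on both sides; inconclusive means Compound likely fluorescent itself, or too few beads counted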
Rac1 wt modul = wildtype Rac1 GTP binding modulators, primary screen, biochemical, GST-Rac1 beads, flow cytometry, multiplex | GTP binding activity (% of control), % at 10 µM | Ras-related C3 botulinum toxin substrate 1 (Homo sapiens), P63000 | 0.27% of 190,000 active | fluorescent GTP binding; actives lie on both sides; 0 = cold GTP competed, 100 = untreated;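 active means GTP binding activity at least 20 points away from the 100% control level, either lower or higher; inconclusive means compound flagged as likely green fluorescent, judged across all proteins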
Cdc42 wt = modulators of GTP binding to wildtype Cdc42, primary screen, biochemical, multiplex bead flow cytometry, Bodipy-GTP; Cell division control protein 42 homolog (Homo sapiens), P60953; GST-Cdc42 beads; actives lie on both sides; percent activity (GTP binding), % at 10 µM; 0.2% of 190,000 active; AID 761, 2007;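 active means percent activity GTP binding at least 20 points away from the 100% baseline, either down as inhibitor or up as activator; inconclusive means compound flagged as likely green fluorescent from well-wide comparison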;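 further: median bead fluorescence of bound Bodipy-FL-GTP at 100 nM; 0% = excess unlabeled GTP control and 100% = no compound control; below 100% means less GTP binding so inhibitor and above means activator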
Target sequence (P60953 whole entry, looked up): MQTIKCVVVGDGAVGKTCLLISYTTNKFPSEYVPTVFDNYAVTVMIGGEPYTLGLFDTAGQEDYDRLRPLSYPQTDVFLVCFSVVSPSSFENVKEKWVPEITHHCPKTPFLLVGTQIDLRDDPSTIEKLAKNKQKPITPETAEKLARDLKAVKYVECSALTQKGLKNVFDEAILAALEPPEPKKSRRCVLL
HRas wt GTP = modulators of GTP binding to HRas wildtype, primary screen, biochemical, bead-based flow cytometry, multiplex; GTP binding activity, % at 10 µM; GST-Ras wt beads, Bodipy-FL-GTP binding; actives lie on both sides; 0.14% of 190,000 active;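 active means GTP binding activity at least 20% away from the 100% baseline, either lowered as inhibitor or raised as activator; inconclusive means flagged as likely green fluorescent, judged across all proteins in the well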;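 further: 0% = unlabeled GTP competition control and 100% = no-compound control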
Rab7 wt GTP bind = modulators of GTP binding to Rab7, primary screen, biochemical, wildtype, multiplex bead flow cytometry | GTP binding activity (percent of control), % at 10 µM | 0.055% of 190,000 active | GST-Rab7 beads, fluorescent GTP binding; actives lie on both sides; untreated = 100%, excess cold GTP = 0% | Rab7 GTPase wild type (dog), Bodipy-FL-GTP binding;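 active means fluorescent GTP binding to Rab7 beads changed by at least 20 points from the 100% baseline, either direction, mostly lower; inconclusive means compound itself probably fluorescent, or too few beads counted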;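 further: median green fluorescence of bound Bodipy-FL-GTP per Rab7 bead population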
Bim-Bfl-1 = inhibitors of Bim binding to Bfl-1, primary screen, biochemical, multiplexed, bead-based flow cytometry | inhibition, % at 10 µM | 0.12% of 190,000 active | AID 1008, 2008 | Bim-Bfl-1 binding inhibition;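 further: 0% = wells without compound plus tracer and 100% = blocker peptide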
Bim-Bcl-W = inhibitors of Bim binding to Bcl-W, primary screen, biochemical, multiplexed, bead-based flow cytometry; 0.02% of 190,000 active; Bcl-2-like protein 2 (Homo sapiens), Q92843; Bim peptide-Bcl-W binding; AID 952, 2007; inhibition, % at 10 µM;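 further: 0% = bound tracer without compound and 100% = peptide blocker; higher means less fluorescent Bim peptide bound to Bcl-W beads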
Target sequence (Q92843 whole entry, looked up): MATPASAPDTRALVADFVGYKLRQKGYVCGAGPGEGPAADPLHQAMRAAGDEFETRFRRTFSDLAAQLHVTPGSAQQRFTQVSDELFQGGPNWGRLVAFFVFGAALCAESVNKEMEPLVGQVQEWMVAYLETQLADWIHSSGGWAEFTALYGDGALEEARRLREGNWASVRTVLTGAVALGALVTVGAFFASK
An asterisk follows results filed as active; ? = inconclusive. Unless noted, no stated cut-off is given here; in the data, active means inhibition above about 40%.

Sample of the layout (2 entries):
SMILES	Bcl-XL Bim block	Bcl-2 Bim block	Bcl-B Bim block	Rab2 wt GTP	Rac1 mut GTP	Rac1 wt modul	Cdc42 wt	HRas wt GTP	Rab7 wt GTP bind	Bim-Bfl-1	Bim-Bcl-W
CCC(=O)c1ccc(OCC(=O)N2CCCC2)c(OC)c1	0	2	0	99	97	98	96	94	101	5	0
COc1cccc(NC(=O)CSc2nnc(C)s2)c1	0	0	-2	108	101	104	106	106	107	3	-2

This part in full, previewed entries included:
SMILES	Bcl-XL Bim block	Bcl-2 Bim block	Bcl-B Bim block	Rab2 wt GTP	Rac1 mut GTP	Rac1 wt modul	Cdc42 wt	HRas wt GTP	Rab7 wt GTP bind	Bim-Bfl-1	Bim-Bcl-W
CCC(=O)c1ccc(OCC(=O)N2CCCC2)c(OC)c1	0	2	0	99	97	98	96	94	101	5	0
COc1cccc(NC(=O)CSc2nnc(C)s2)c1	0	0	-2	108	101	104	106	106	107	3	-2
Nc1nnc(SCc2ccc(F)cc2)s1	1	-2	-5	100	100	112	107	103	101	-9	8
COc1ccc(NC(=S)N2CCNC(=O)C2CC(=O)Nc2ccc(C)cc2)cc1 (stereo not given)	-7	-6	-9	99	98	97	99	99	100	0	-5
CCn1c(CNC(=O)COc2ccc(C(C)C)cc2)nnc1SCC(=O)Nc1ccccc1F	0	-8	-8	99	98	101	102	100	100	-6	1
O=c1c(Cc2ccc(Cl)cc2Cl)c(O)ccn1CCCN1CCOCC1	1	0	3	97	94	100	96	101	98	-1	1
CCCSc1nnc2n(C)c(=O)c3c4c(sc3n12)CCC4	9	10	10	94	93	93	93	95	97	9	6
COc1cc(/C(C#N)=C/c2cccc3ccccc23)c([N+](=O)[O-])cc1OC	0	0	-6	99	100	106	103	99	97	0	0
Cc1ccc(-n2ncc(C(=O)Nc3cc(Cl)ccc3C)c2C2CCNCC2)cc1C	-5	-4	-9	93	93	94	94	91	93	-8	-1
O=C(c1ccccc1)N1CCN(C(=S)NCCc2ccccc2)CC1	-5	-5	-9	99	99	102	100	99	98	-14	-3
Cc1ccc(C(=O)N/C(=C\c2cccs2)C(=O)NCc2ccncc2)cc1	5	0	-1	102	101	109	107	106	104	-4	3
COC(=O)c1cc(OC)c(OC)cc1NC(=O)c1ccccc1	-3	-14	-9	?	?	?	?	?	?	-17	0

Limited to Rab2 wt GTP and Bcl-B Bim block (seven entries from above):
| mol | Rab2 wt GTP | Bcl-B Bim block |
| --- | --- | --- |
| COc1cc(/C(C#N)=C/c2cccc3ccccc23)c([N+](=O)[O-])cc1OC | 99 | -6 |
| COc1ccc(NC(=S)N2CCNC(=O)C2CC(=O)Nc2ccc(C)cc2)cc1 (stereo not given) | 99 | -9 |
| CCC(=O)c1ccc(OCC(=O)N2CCCC2)c(OC)c1 | 99 | 0 |
| CCCSc1nnc2n(C)c(=O)c3c4c(sc3n12)CCC4 | 94 | 10 |
| O=C(c1ccccc1)N1CCN(C(=S)NCCc2ccccc2)CC1 | 99 | -9 |
| COc1cccc(NC(=O)CSc2nnc(C)s2)c1 | 108 | -2 |
| COC(=O)c1cc(OC)c(OC)cc1NC(=O)c1ccccc1 | ? | -9 |

Other entries follow:
SMILES	Bcl-XL Bim block	Bcl-2 Bim block	Bcl-B Bim block	Rab2 wt GTP	Rac1 mut GTP	Rac1 wt modul	Cdc42 wt	HRas wt GTP	Rab7 wt GTP bind	Bim-Bfl-1	Bim-Bcl-W
Cc1cc(C)c(C)c(S(=O)(=O)Nc2ccc(O)cc2)c1C	-2	-9	-8	102	101	107	105	104	104	-9	0
O=C(COC(=O)c1cc(=O)[nH]c2ccccc12)c1cccs1	5	0	3	92	94	90	94	95	98	-3	3
S=C(NCCc1ccccn1)Nc1ccc(Cl)c(Cl)c1	-8	-21	-18	97	100	98	96	100	97	-6	-4
O=C(O)c1ccc(N2CC3CC(C2)c2cccc(=O)n2C3)c(NC(=S)Nc2ccc(Cl)cc2Cl)c1 (stereo not given)	-9	-8	-27	97	94	97	94	94	103	13	-7
COc1ccc(Cc2nnc(NC(=O)c3cccc([N+](=O)[O-])c3)s2)cc1	-11	-4	-9	98	100	102	99	98	100	-11	-7
CCOC(=O)c1c(OCC)[nH]c2c1cc(O)c1ccccc12	4	1	-3	93	97	93	94	91	93	9	8
CCOC(=O)c1ccccc1NC(=O)/C(C)=C/C(=O)O	-5	-5	-5	98	96	104	99	101	100	-8	3
Cc1ccc(-c2c[nH]c(=S)n2-c2ccccc2F)cc1	0	3	-37	97	94	93	93	95	101	16	3
Cc1ccc(S(=O)(=O)Nc2ccccc2CNC2CCCCC2)cc1	-3	-2	-4	97	95	97	96	95	95	-3	-2
Cc1cc(S(=O)(=O)NCCN(C)C)c(C)s1	-11	-13	-7	99	97	101	100	101	100	-20	0
OCCn1c(CSc2nnc(-c3ccco3)n2-c2ccccc2)nc2ccc(Cl)cc21	-4	-2	-5	96	98	98	99	96	99	-7	-1
COc1ccc(Nc2nc(Cl)nc(NCCO)n2)cc1	-6	-4	-3	104	103	104	101	103	106	-12	-4
CCOc1nc(-c2ccc(OC)cc2)ccc1-c1noc(-c2cc(OC)c(OC)c(OC)c2)n1	1	1	0	102	101	102	104	105	99	-3	1
Cc1cccc(NC(=O)Cn2cnc3ccccc3c2=O)c1C	-1	-1	2	99	97	97	99	98	95	0	0
CN1CCN(CCC(=O)Nc2ccc(C3CCCC3)cc2)CC1	1	2	1	96	97	97	97	96	96	-5	2
Cc1ccc(C)c(NC(=S)NCC(c2cccnc2)N2CCOCC2)c1 (stereo not given)	-6	-6	-8	103	101	102	101	100	100	-7	-5
Cc1sc(C(=O)Nc2ccc3ccccc3c2)cc1CC(=O)O	-2	-3	-1	96	93	99	94	95	96	-6	-2
Cc1ccccc1NC(=O)CC1S/C(=N/c2nccs2)N(C)C1=O (stereo not given)	0	-8	-9	100	98	102	99	100	100	-10	1
O=C(OCC#CCSc1nnc(-c2ccccc2)o1)c1cc2ccccc2o1	-4	-12	-6	95	95	100	96	96	99	-15	-1
COc1cc(Cl)c(S(=O)(=O)N2CCN(Cc3ccc4c(c3)OCO4)CC2)cc1Cl	-1	-10	-1	97	96	98	101	96	101	-10	1
NS(=O)(=O)c1cccc(NC(=O)Cn2cnc3ccccc3c2=O)c1	0	-1	-4	104	103	105	105	104	105	-7	1
CC(C)CNC(=O)COC(=O)CCC(=O)c1ccc(Cl)cc1	5	2	2	100	96	99	99	97	97	4	0
CC(C)=CC(=O)Nc1ccc(S(=O)(=O)Nc2ccccn2)cc1	-3	-3	-2	100	97	98	95	98	105	-5	0
O=C(C[n+]1ccc2ccccc2c1)Nc1cc(C(F)(F)F)ccc1Cl	13	0	10	101	101	104	101	99	102	10	11
Cc1nc2cc(NC(=O)Nc3cccc4ccccc34)ccc2n1C	-1	-4	-2	96	93	94	98	94	96	-3	-3
O=C(CC1CCCCC1)N1CCC(c2nc(-c3ccc(S(=O)(=O)N4CCCC4)cc3)no2)CC1	-1	-8	-8	98	96	99	96	98	98	-14	0
O=C(CSc1nnc(-c2ccccc2)c(-c2ccccc2)n1)N1CCc2ccccc21	-8	-12	-9	94	91	91	96	95	94	-17	2
O=C(COc1ccc(S(=O)(=O)N2CCCC2)cc1Cl)Nc1ccc2c(c1)OCO2	-11	-7	-5	98	96	99	101	100	96	-13	0
N=c1ccn(Cc2ccc(Cl)cc2Cl)cc1	-6	-3	-7	100	100	102	100	102	101	-12	1
CC1CC(C)(C)N(C(=O)CN2C(=O)c3ccccc3C2=O)c2ccccc21 (stereo not given)	-8	-8	-4	98	99	105	100	99	99	-1	-6
O=C1CNC(=O)/C(=C/c2ccco2)N1	3	-1	-1	98	100	103	100	97	95	-4	1
CC(CCc1ccccc1)NC(=O)c1ccc(NC(=O)c2cccc(Br)c2)cc1 (stereo not given)	-9	0	-1	98	98	101	98	100	98	0	-3
C=CCNC(=O)c1cccc(Br)c1	-5	-12	-8	100	101	101	103	104	106	-11	-2
CC1CC(C)CN(CC(=O)c2cccs2)C1 (stereo not given)	0	-2	-3	97	97	100	96	97	97	-1	3
Cc1cc(NO)nc(-c2ccc(Br)cc2)n1	0	-8	-6	101	102	106	105	103	102	-12	2
S=C(NCc1cccnc1)Nc1ccc(Cl)cc1	-1	-10	-8	102	96	104	99	101	102	-4	0
C=C(C)CNC(=S)Nc1sc2c(c1C(=O)OCC)CC(C)(C)OC2	-12	-8	-24	103	101	101	98	99	97	3	-8
CC(C)(Oc1ccc(Cl)cc1)C(=O)NCCCn1ccnc1	-2	-2	-3	104	102	105	108	103	96	0	-3
CC(c1ccco1)N(C(=O)c1ccccc1NS(=O)(=O)c1cccc([N+](=O)[O-])c1)c1ccccn1 (stereo not given)	-5	-1	-2	99	99	101	98	98	100	0	0
O=C(c1ccccc1Sc1ccc([N+](=O)[O-])cc1)N1CCCCC1	-4	-4	-8	99	98	101	97	100	102	-2	0
Cc1ccc(-c2cc(C(=O)Nc3sc4c(c3C(=O)NCc3ccco3)CCC4)[nH]n2)c(O)c1	-5	-3	-10	101	100	104	104	100	99	-11	-7

Part of the list above, with two lines to a compound:
Fields – Bcl-XL Bim block	Bcl-2 Bim block	Bcl-B Bim block	Rab2 wt GTP	Rac1 mut GTP	Rac1 wt modul	Cdc42 wt	HRas wt GTP	Rab7 wt GTP bind	Bim-Bfl-1	Bim-Bcl-W
O=C(c1ccccc1Sc1ccc([N+](=O)[O-])cc1)N1CCCCC1
    -4	-4	-8	99	98	101	97	100	102	-2	0
Cc1ccc(-c2cc(C(=O)Nc3sc4c(c3C(=O)NCc3ccco3)CCC4)[nH]n2)c(O)c1
    -5	-3	-10	101	100	104	104	100	99	-11	-7
